Screens deposited in PubChem BioAssay by National Center for Advancing Translational Sciences (NCATS).
MmCpn inh: M. maripaludis TRiC chaperonin inhibition; purified Mm-Cpn ATPase, ADP Transcreener TR-FRET; Potency, µM (series often up to 76.9 µM), without a hit: top-dose activity, negative = inhibition, hits mostly inhibitors; 0.031% of 330,000 active; further: potency means the concentration at half of the fitted maximal effect; on the % scale 0 is the no-effect control and ±100 the full control effect; nearly all actives have a fitted effect of over 80% in size
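Compound-treated chaperonin, 25 nM final, turns over 10 uM ATP at 37°C for 30 min following a 10 min preincubation; ADP generated competes with ADP-d2 for Eu-cryptate antibody, lowering FRET.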
pAkt inh: inhibitors of Akt phosphorylation. Neuro2A IGF-stimulated pAkt S473 HTRF, 20 min; active compounds read low. activity change, % for hits at 50 µM. 0.32% of 360,000 active; in the data active means activity change below about -80%; inconclusive means mostly about -51% to -80%; further: on the % scale 0 is the no-effect control and ±100 the full control effect
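Neuro2A cells in DMEM with 0.5% FBS, overnight at 37 deg C, given compound at single 50 µM final, then IGF (6 nM final) for 20 min at 37 deg C. Lysed; phospho-Akt Ser473 by HTRF after 24 h, 665/615 ratio.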
EPAC2 antagonist: antagonists of human EPAC2; Q8WZA2; EPAC2 GEF exchange of Rap1B-BODIPY-GDP, fluorescence; Potency, µM (titrated, usually from 114 µM), for inactives: at the top dose activity, negative = inhibition, most hits filed as inhibitors; 0.18% of 360,000 active; further: potency means the concentration at half of the fitted maximal effect; on the % scale 0 is the no-effect control and ±100 the full control effect; nearly all actives have a fitted effect of over 45% in size; many of its hits are not listed in these tables
DRD3 antagonist: blocks the human D3 dopamine receptor; P35462; D3R cells, DiscoveRx beta-arrestin luminescence, antagonist mode; active compounds read low; max response, negative = inhibition, %; 2.5% of 360,000 active; in the data active means max response below about -50%; inconclusive means no clear call, values can overlap the other calls; further: on the % scale 0 is the no-effect control and ±100 the full control effect; mostly tested at two doses, the higher about 12 µM
Target sequence (P35462 whole entry, looked up): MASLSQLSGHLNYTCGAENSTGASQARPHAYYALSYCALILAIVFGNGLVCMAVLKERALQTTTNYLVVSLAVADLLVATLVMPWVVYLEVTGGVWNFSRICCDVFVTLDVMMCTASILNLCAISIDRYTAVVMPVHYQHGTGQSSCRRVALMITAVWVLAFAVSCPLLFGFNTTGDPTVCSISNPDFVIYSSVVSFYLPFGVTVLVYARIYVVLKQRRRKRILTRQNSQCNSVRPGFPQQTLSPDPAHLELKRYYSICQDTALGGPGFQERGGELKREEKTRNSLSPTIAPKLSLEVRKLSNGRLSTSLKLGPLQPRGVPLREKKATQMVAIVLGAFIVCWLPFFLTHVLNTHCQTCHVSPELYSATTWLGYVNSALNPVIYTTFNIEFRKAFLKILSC
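Cells plated overnight at 1500 cells/well, then exposed to library compounds with dopamine controls for 90 minutes at 37 degrees C. DiscoveRx reagent added for 30–60 minutes at room temperature; luminescence read, quantitative HTS format.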
EPAC2 agonist: activates human EPAC2 exchange factor; Q8WZA2; EPAC2 activation, biochemical qHTS; response scale: 100% = 6.5 mM cAMP response; Potency, µM (titrated, usually from 154 µM), inactives show at the top dose activation, actives largely listed as activators; 0.079% of 360,000 active; further: potency means the concentration at half of the fitted maximal effect; nearly all actives have a fitted effect of over 50% in size
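Each well held 100 nM EPAC2, 250 nM RAP1B-BODIPY-GDP and 50 uM GDP. Fluorescence, read at 5-min intervals to 30 min, was referenced to a 6.5 mM cAMP positive control.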
PTHR1 ag: agonists of human PTHR1 parathyroid hormone receptor. Q03431. HEK293 GP2 PTHR1 cells, GloSensor cAMP luminescence, 1 h. Potency, µM (highest dose often 115 µM), without a hit: at the top dose activation, usual class: activators. 0.075% of 410,000 active; further: potency means the concentration at half of the fitted maximal effect; nearly all actives have a fitted effect of over 55% in size; some results filed as inactive show a strong effect at the top dose; inactives centre near -15; many of its hits are not listed in these tables
Target sequence (Q03431 whole entry, looked up): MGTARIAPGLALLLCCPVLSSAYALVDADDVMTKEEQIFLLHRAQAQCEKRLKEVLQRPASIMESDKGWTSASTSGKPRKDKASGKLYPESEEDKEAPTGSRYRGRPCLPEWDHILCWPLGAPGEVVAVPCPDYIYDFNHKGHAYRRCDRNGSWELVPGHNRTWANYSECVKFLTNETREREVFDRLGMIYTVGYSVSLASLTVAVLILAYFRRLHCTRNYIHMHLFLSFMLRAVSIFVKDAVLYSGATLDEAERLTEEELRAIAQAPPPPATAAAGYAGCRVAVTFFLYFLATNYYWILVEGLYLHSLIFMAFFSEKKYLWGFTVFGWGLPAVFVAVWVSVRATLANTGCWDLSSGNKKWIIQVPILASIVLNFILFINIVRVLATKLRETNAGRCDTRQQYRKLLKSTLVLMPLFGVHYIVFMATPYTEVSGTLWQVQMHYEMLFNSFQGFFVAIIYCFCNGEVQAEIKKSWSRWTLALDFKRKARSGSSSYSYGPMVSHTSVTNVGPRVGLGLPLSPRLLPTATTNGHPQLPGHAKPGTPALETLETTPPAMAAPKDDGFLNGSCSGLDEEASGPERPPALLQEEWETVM
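HEK-293-derived GP2 cells expressing PTHR1 and a GloSensor cAMP reporter, 3,000/well, plated overnight, given luciferin plus IBMX (each 0.5 mM as added) for 1 h at 37 °C, then compound for 1 h at 37 °C. Luminescence was read after 15 min at room temperature.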
CCT modulator: changes cytosolic chaperonin activity | purified chaperonin ATPase assay, HTRF ADP detection, 30 min | activity change, % (no concentration beside the values), hits read low | 0.3% of 360,000 active | AID 651819; in the data active means activity change below about -30%; further: on the % scale 0 is the no-effect control and ±100 the full control effect
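TRiC (40 or 20 nM final, by batch activity) in 30 mM Tris pH 7.4, 100 mM KCl, 5 mM MgCl2, 1 mM DTT was treated with compound at 76 uM single dose, then 10 uM ATP, 30 min at 37 °C. ADP was read by HTRF Transcreener.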
D3 ag: activates the human D3 dopamine receptor. P35462. D3R DiscoveRx beta-arrestin cells, luminescence, 90 min. max activation, %. 0.58% of 410,000 active. AID 652048; in the data active means max activation above about 30%; further: 0% is about no effect; mostly tested at two doses, the higher about 12 µM
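Agonist-mode cell screen: cells plated at 1500/well and incubated overnight at 37 °C, then exposed to library compounds for 90 min at 37 °C. Detection reagent was added for 30–60 min at room temperature, and luminescence was read.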
* hit, by the source's call; i = inactive; ? = inconclusive; . = not tested or not shown; [ ] = dose if it differs, or a comment. Unless noted, the call rests on the fitted dose curve; in most records, active means well fitted curve in the direction sought with a large enough effect; inconclusive means small, poorly fitted or top-dose-only effect, or another doubt; inactive means no such curve, though single readings can be large; an effect the other way counts as inactive or inconclusive. The list is partial (hit frequency here may not be typical).

Value order: MmCpn inh, pAkt inh, EPAC2 antagonist, DRD3 antagonist, EPAC2 agonist, PTHR1 ag, CCT modulator, D3 ag
- CCCN1C(=O)c2cc(C(=O)NCCc3cccc(C)c3)ccc2C1O (configuration not stated)
  -3%, i, 7%, 0, -3%, i, -1.6, -4
- CCc1ccc(NC(=O)C(=O)NNC(=O)c2cccs2)cc1
  0%, i, 2%, -18, 18%, i, -2.7, 2
- Cc1cc(OCC(=O)NCCN2CCOCC2)c2c(C)c(C)c(=O)oc2c1
  -10%, i, 8%, -21, 6%, -4%, -1.5, -4
- O=c1[nH][nH]cc1C=Nc1cc(Cl)ccc1O
  0%, i, -3%, 0, 3%, i, 0.6, 4
- CCN(CC)S(=O)(=O)c1ccc2[nH]c(=O)cc(C(=O)NCC3CCCO3)c2c1 (configuration not stated)
  2%, i, 9%, -6, -1%, i, 1.1, 2
- CCOc1cc(N2CCOCC2)c(OCC)cc1NC(=O)COC(=O)COc1ccc(C#N)cc1
  0%, i, 2%, -4, -4%, -24%, 0.8, -3
- COCCNC(=O)c1cccc(S(=O)(=O)N2CC3(C)CC2CC(C)(C)C3)c1 (configuration not stated)
  0%, i, -10%, 21, -17%, i, 0.6, 5
- Cc1ccc2c(Cl)c(Cc3ccccc3)c(=S)[nH]c2n1
  ., i, -15%, 11, 13%, -28%, 0.3, 5
- CCCCCCCCCC(=O)N/N=C(\C)c1cccnc1
  0%, i, 5%, 11, 9%, -9%[57.5 µM], 2.1, 2
- O=C(c1cccc(-n2cccc2)c1)N1CCN(S(=O)(=O)c2c(F)cccc2F)CC1
  -1%, i, -11%, 3, 10%, -1%, -12, 2
- CCn1nc(C(=O)Nc2ccc(S(=O)(=O)Nc3ncccn3)cc2)c2ccccc2c1=O
  -2%, i, 8%, -13, -1%, i, 0.1, -3
- CC1CCc2nc(NC(=O)Cc3cccs3)sc2C1 (configuration not stated)
  -8%, i, 2%, -9, 13%, -15%, -11, 10
- Sc1oc(-c2ccccc2)cc1C=Nc1ccccc1
  -4%, i, 0%, -24, 10%, i, 1.4, 0
- CC(C)[C@@H](CO)NS(=O)(=O)c1ccc(Br)cc1F
  -2%, i, 0%, 11, 8%, -24%, -2.2, 1
- O=C(Nc1cc(C(F)(F)F)ccc1N1CCOCC1)c1ccco1
  1%, i, 2%, -16, 9%, i, -2.6, -7

Value order: MmCpn inh, pAkt inh, EPAC2 antagonist, DRD3 antagonist, EPAC2 agonist, PTHR1 ag, CCT modulator, D3 ag
- NC(=O)c1ccc(NC(=O)Cc2ccc(S(=O)(=O)N3CCCCC3)cc2)cc1
  -1%, i, -8%, -4, 10%, i, 0.1, 3
- CN1CCN(C(=S)c2cn(Cc3ccc(Br)cc3)c3ccccc23)CC1
  1%, i, -5%, -88*, 13%, -33%[inhibitor], -0.3, -8
- CC(C)CN(C(=O)CSc1nnnn1C)C1CCS(=O)(=O)C1 (configuration not stated)
  3%, i, -1%, 6, 8%, -22%, -2.3, 5
- CCC12CN3CC(CC)(CN(C1)C3c1ccc([N+](=O)[O-])o1)C2=O (configuration not stated)
  0%, i, -11%, -6, 11%, i, -3.4, -8
- CN(C(=O)c1cccc(NC(=O)Cc2ccc(NC(=O)C3CCN(C(=O)C4CC4)CC3)cc2)c1)C1CCCC1
  ., i, 15%, -7, 4%, -19%, 0.0, 0
- O=C(N/N=C/c1c[nH]c2ccccc12)c1cccc(Cl)c1
  1%, i, 1%, 1, ?, i, 0.4, -11
- O=C(NC(=S)Nc1ccc(CN2CCOCC2)cc1)c1ccc(-c2ccc(Cl)cc2)o1
  -2%, i, 4%, 33, 3%, -26%, -1.4, 6
- CC(=O)C1=C(C)NC(SCC(N)=O)=C(C#N)C1C (configuration not stated)
  -3%, i, 5%, -23, -5%, -1%[57.5 µM], -0.6, 5
- CC(O)C1CCC2C3CCC4CC(O)CCC4(C)C3C(=O)CC12C (configuration not stated)
  ., i, 0%, -9, -10%, -11%, 1.2, 17
- CC1(C)Oc2ccc(C(=O)Nc3ccccc3)cc2N(CC#N)C1=O
  -1%, i, -3%, 22, 11%, -20%, 0.5, 4
- Cc1cc(C)n2nc(CC(=O)NNC(=O)c3ccccc3Cl)nc2n1
  1%, i, 4%, -7, 2%, i, 0.6, -1
- Cc1cc(-c2nnc(SCC(=O)NC3CCCC3)o2)no1
  -2%, ., 9%, 10, 3%, -3%[57.5 µM], 1.9, 26
- O=[N+]([O-])c1ccc2oc(-c3cccc(O)c3)nc2c1
  -1%, i, 8%, 14, -4%, -47%[inhibitor], 0.3, -6
- C[C@@H]1NC(=O)N(CCCn2ccnc2)C1=O
  -1%, i, -3%, 6, 7%, i, -0.8, -4
- CCOc1ccc(N2C(=O)CC(N3CCN(c4ccc(F)cc4)CC3)C2=O)cc1 (configuration not stated)
  2%, i, 0%, 2, 3%, -13%, 1.1, 4

| structure | MmCpn inh | pAkt inh | EPAC2 antagonist | DRD3 antagonist | EPAC2 agonist | PTHR1 ag | CCT modulator | D3 ag |
| --- | --- | --- | --- | --- | --- | --- | --- | --- |
| CC(NC(=O)C1CCCCC1)C(c1cccs1)N1CCOCC1 (configuration not stated) | 0% | i | -9% | 0 | 8% | -22% | 1.5 | 5 |
| Cc1ccc(N(C(=O)CNC(=O)c2ccco2)C(C(=O)NC2CCCCC2)c2ccncc2)c(C)c1 (configuration not stated) | 1% | i | 5% | 6 | -6% | 0% | 0.6 | -2 |
| CCN1CCN(c2nc(N(C)c3ccccc3)nc(N)c2[N+](=O)[O-])CC1 | 1% | i | 17% | ? | 11% | -6% | 0.6 | -6 |
| CCCCCOC(=O)NCC(O)c1ccccc1 (configuration not stated) | 0% | i | 0% | 25 | 5% | -12%[57.5 µM] | -0.9 | -1 |
| CC(C)(C)OC(=O)N(Cc1ccccc1)Cc1ccccc1OCc1cccc(NC(=O)C2CCC2)c1 | . | i | -7% | 1 | 8% | -9% | -3.3 | 11 |
| Cc1cc(N2CCCCC2)nc(N2CCOCC2)n1 | 0% | i | -1% | -5 | 1% | -18% | -1.3 | -5 |
| COc1ccccc1NS(=O)(=O)c1cc(NC(=O)C2CCC2)ccc1N1CCCCC1 | 0% | i | 2% | ? | 9% | -1% | -0.1 | -11 |
| CN(c1ccc(OCc2ccc([N+](=O)[O-])cc2)cc1)S(=O)(=O)c1ccccc1 | 0% | i | -9% | -16 | 4% | i | -0.3 | 5 |
| CC(=O)N1N=C(c2ccc(NS(=O)(=O)c3ccccc3)cc2)CC1c1ccco1 (configuration not stated) | -1% | i | -20% | -8 | 8% | -28% | 0.1 | 2 |
| Cc1ccccc1N1CCN(c2ccccc2NC(=O)/C=C\C(=O)O)CC1 | . | i | 1% | 0 | ? | -4% | 2.5 | 3 |
| Cc1c(C(=O)OCCOC(C)C)[nH]c2c1C(=O)CC(c1ccco1)C2 (configuration not stated) | -1% | i | -6% | -28 | -10% | -39%[inhibitor] | -2.2 | -6 |
| Clc1ccc(-c2nc(-c3cc4cc(Cl)ccc4o3)cs2)cc1 | 0% | i | 0% | -21 | 4% | -27% | -0.4 | 5 |
| COc1cc(NC(=O)CSc2nc3ncnc(N)c3[nH]2)c(C(=O)O)cc1OC | 2% | i | 1% | -13 | 11% | i | -0.5 | 3 |
| CN(C)c1ccc(N=Nc2ccccc2C(=O)OCC(=O)N(C)c2ccccc2)cc1 | 1% | i | -20% | 8 | -3% | -13% | 1.7 | 1 |
| O=C(C1=C(O)C(=O)N(CCOCCO)C1c1ccccn1)c1cccs1 (configuration not stated) | -2% | i | -4% | ? | 12% | -15% | -2.5 | -22 |
| O=[N+]([O-])/C=C/c1cn(Cc2ccc(Cl)cc2)c2ccccc12 | -1% | i | 22% | -53* | 100µM* | i | 0.3 | -4 |
| Cn1c(-c2ccc(Cl)nc2)nc2ccccc21 | -9% | i | -7% | -8 | 1% | 0% | -1.6 | 7 |
| O=C(O)c1ccccc1NC(=S)NC(=O)c1sc2ccccc2c1Cl | -12% | i | 0% | 0 | 7% | i | -1.1 | 0 |
| CC1=NNC(=O)C1C(c1ccc(Cl)cc1)C(C#N)C#N (configuration not stated) | -1% | i | 1% | 1 | 9% | -18% | -0.1 | 5 |
| Cn1cc(C(=O)NC2CCCCC2)c(=O)c2cc(S(=O)(=O)N3CCOCC3)ccc21 | -5% | i | -2% | 0 | 1% | i | 0.2 | 1 |
| O=C(NC1CCCC1)C(c1ccccn1)N(Cc1ccccc1F)C(=O)c1csnn1 (configuration not stated) | 0% | i | 0% | -6 | -1% | -23% | -0.1 | -7 |

Grouped by structure: the entries above containing a furan ring, fused or not (8)
| structure | MmCpn inh | pAkt inh | EPAC2 antagonist | DRD3 antagonist | EPAC2 agonist | PTHR1 ag | CCT modulator | D3 ag |
| --- | --- | --- | --- | --- | --- | --- | --- | --- |
| Sc1oc(-c2ccccc2)cc1C=Nc1ccccc1 | -4% | i | 0% | -24 | 10% | i | 1.4 | 0 |
| O=C(Nc1cc(C(F)(F)F)ccc1N1CCOCC1)c1ccco1 | 1% | i | 2% | -16 | 9% | i | -2.6 | -7 |
| CCC12CN3CC(CC)(CN(C1)C3c1ccc([N+](=O)[O-])o1)C2=O (configuration not stated) | 0% | i | -11% | -6 | 11% | i | -3.4 | -8 |
| O=C(NC(=S)Nc1ccc(CN2CCOCC2)cc1)c1ccc(-c2ccc(Cl)cc2)o1 | -2% | i | 4% | 33 | 3% | -26% | -1.4 | 6 |
| Cc1ccc(N(C(=O)CNC(=O)c2ccco2)C(C(=O)NC2CCCCC2)c2ccncc2)c(C)c1 (configuration not stated) | 1% | i | 5% | 6 | -6% | 0% | 0.6 | -2 |
| CC(=O)N1N=C(c2ccc(NS(=O)(=O)c3ccccc3)cc2)CC1c1ccco1 (configuration not stated) | -1% | i | -20% | -8 | 8% | -28% | 0.1 | 2 |
| Cc1c(C(=O)OCCOC(C)C)[nH]c2c1C(=O)CC(c1ccco1)C2 (configuration not stated) | -1% | i | -6% | -28 | -10% | -39%[inhibitor] | -2.2 | -6 |
| Clc1ccc(-c2nc(-c3cc4cc(Cl)ccc4o3)cs2)cc1 | 0% | i | 0% | -21 | 4% | -27% | -0.4 | 5 |

Entries of single compounds, looked up by structure. Order of values: MmCpn inh | pAkt inh | EPAC2 antagonist | DRD3 antagonist | EPAC2 agonist | PTHR1 ag | CCT modulator | D3 ag
Cc1ccccc1N1CCN(c2ccccc2NC(=O)/C=C\C(=O)O)CC1 is entered as . | i | 1% | 0 | ? | -4% | 2.5 | 3
COc1cc(NC(=O)CSc2nc3ncnc(N)c3[nH]2)c(C(=O)O)cc1OC is entered as 2% | i | 1% | -13 | 11% | i | -0.5 | 3
